FXIIa inh 1536: human FXIIa protease inhibitors, primary screen, biochemical, 1536-well | purified FXIIa, Boc-QGR-AMC fluorogenic substrate, 2 h | Coagulation factor XII (Homo sapiens), P00748 | 220,000 tested, 0.3% active | inhibition, % at 5 µM | AID 800, 2007; in the data active = inhibition above about 40%;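 also: 0% = enzyme with no compound and 100% = blank without enzyme; many of its hits are not listed in these tables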
KCC2 mod: KCC2 cotransporter modulators, thallium flux, primary screen, cell-based, HEK293 KCC2, FluoZin-2 fluorescence, MLSMR; AID 1456, 2008; KCC2 cells, thallium flux FluoZin-2 fluorescence; 190,000 tested, 2.2% active; B-score of Tl+ flux slope (higher = more flux/activation; lower = inhibition) at 10 µM;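 active = thallium flux slope and its plate-corrected score both differing from the plate sample mean at a set confidence after two filtering rounds, in either direction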;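 also: slope of fluorescence scaled to starting intensity during 10 to 20 s after thallium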
p97 ATPase inh: inhibitors of human p97 ATPase, primary screen, biochemical. Transitional endoplasmic reticulum ATPase (Homo sapiens), P55072. recombinant p97 ATPase, Kinase-Glo ATP luminescence, 3 h. inhibition, % at 8 µM. 220,000 tested, 0.42% active; in the data active = inhibition above about 15%;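 also: 0% = DMSO vehicle and 100% = wells lacking enzyme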
FXIa inh: human FXIa protease inhibitors, primary screen, biochemical, 1536-well. Coagulation factor XI (Homo sapiens), P03951. 220,000 tested, 0.14% active. inhibition, % at 5 µM. purified FXIa, Boc-Glu-Ala-Arg-AMC fluorogenic substrate. AID 798, 2007;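 active = inhibition of at least 40%; inactive = inhibition below 40%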;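 also: fluorescence of freed AMC excited at 355 nm; 0% = enzyme without compound and 100% = no enzyme blank; many of its hits are not listed in these tables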
Target sequence (P03951 19-387 limits assumed): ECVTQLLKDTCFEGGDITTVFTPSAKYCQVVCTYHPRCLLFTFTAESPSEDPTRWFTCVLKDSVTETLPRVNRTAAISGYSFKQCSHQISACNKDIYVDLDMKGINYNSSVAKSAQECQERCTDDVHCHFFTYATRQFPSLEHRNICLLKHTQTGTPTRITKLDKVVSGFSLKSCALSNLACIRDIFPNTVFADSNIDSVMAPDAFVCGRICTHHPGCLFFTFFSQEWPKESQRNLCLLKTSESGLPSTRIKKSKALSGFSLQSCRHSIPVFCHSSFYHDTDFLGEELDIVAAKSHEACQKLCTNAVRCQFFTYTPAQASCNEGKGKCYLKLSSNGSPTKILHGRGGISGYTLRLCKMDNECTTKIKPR
Target sequence (P03951 388-625 limits assumed): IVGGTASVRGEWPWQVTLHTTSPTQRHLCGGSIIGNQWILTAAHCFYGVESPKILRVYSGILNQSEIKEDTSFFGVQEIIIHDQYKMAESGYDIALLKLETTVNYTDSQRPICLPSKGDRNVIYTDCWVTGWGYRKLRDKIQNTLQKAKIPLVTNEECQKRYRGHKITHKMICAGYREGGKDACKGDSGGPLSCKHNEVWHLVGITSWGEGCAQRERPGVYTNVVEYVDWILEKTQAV
Wee1 stabilizer: Wee1 degradation inhibitors, primary screen, cell-based, HeLa, Wee1K328M-luciferase, luminescence; Wee1-like protein kinase (Homo sapiens), P30291; reporter increase, % at 5 µM; 220,000 tested, 1.2% active; HeLa Luc-Wee1K328M stability; 100% = proteasome inhibitor MG132 effect;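 active = activation above the mean of all tested compounds plus 3 SD, set per screening run, cut at about 8.8% in these data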;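 also: cells exposed to compound for 20 h before luminescence read; 0% = DMSO alone and 100% = MG132 at 30 µM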
PERK inh: block of dimerizer-induced PERK translation repression, primary screen, PERK inhibitor project, CHO PERK-DD cells, SEAP luminescence, HTS; Eukaryotic translation initiation factor 2-alpha kinase 3 (Homo sapiens), Q9NZJ5; CHO PERK-DD fusion, SEAP luminescence translation reporter; inhibition, % at 5.6 µM; 220,000 tested, 0.17% active; AID 1416, 2008;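 active = inhibition above the mean inhibition of all tested compounds plus 3 SD, set separately per screening campaign, cut at about 2.9% in these data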;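 also: PERK kinase domain activated by AP20187 dimerizer at 100 nM; 0% = DMSO with dimerizer and 100% = rapamycin at 8.4 µM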
Thrombin inh: human alpha-thrombin inhibitors, primary screen, counter-screen for coagulation protease inhibitor project, biochemical, 1536-well, fluorogenic AMC substrate; AID 1046, 2008; 220,000 tested, 0.26% active; inhibition, % at 5 µM; Prothrombin (Homo sapiens), P00734; Boc-VPR-AMC fluorogenic substrate cleavage;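 active = inhibition at or above 40%; inactive = inhibition below 40%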;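 also: 0% = enzyme with no compound and 100% = wells without enzyme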
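System – human alpha-thrombin protein · Reagent – Boc-VPR-AMC substrate, 15 µM final · Compound – 5 µM single dose in 0.2% DMSO · Schedule – reaction at room temperature · Technique – AMC fluorescence at 355 nm excitation and 460 nm emission · Read-out basis – % inhibition relative to enzyme controls and enzyme-free blanks · Control set – no-compound enzyme wells and no-enzyme blanks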
Furin inh: human furin inhibitors, primary screen, biochemical, fluorescence intensity; purified furin, fluorogenic substrate cleavage; inhibition, % at 30 µM; 220,000 tested, 0.061% active; P09958; in the data active = inhibition above about 25%; also: inactives centre near -15
hK5 inh: human KLK5 protease inhibitors, primary screen, biochemical, 1536-well | Kallikrein-5 (Homo sapiens), Q9Y337 | recombinant hK5, fluorogenic AMC substrate cleavage | inhibition, % at 5 µM | 210,000 tested, 0.59% active | AID 873, 2007;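 active = inhibition of 40% or more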;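 also: 0% = enzyme controls without compound and 100% = no-enzyme blanks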
Target sequence (Q9Y337 67-293 limits assumed): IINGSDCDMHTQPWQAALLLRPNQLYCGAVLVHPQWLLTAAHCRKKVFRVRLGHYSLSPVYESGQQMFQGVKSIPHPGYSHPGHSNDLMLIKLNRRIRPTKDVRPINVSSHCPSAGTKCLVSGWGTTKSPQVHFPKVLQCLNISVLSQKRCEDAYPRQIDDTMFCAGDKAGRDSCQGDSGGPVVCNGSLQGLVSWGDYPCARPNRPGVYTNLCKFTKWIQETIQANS
The depositor's hits bear a star; x = not tested or not shown; [ ] = remark or other dose.

SMILES	FXIIa inh 1536	KCC2 mod	p97 ATPase inh	FXIa inh	Wee1 stabilizer	PERK inh	Thrombin inh	Furin inh	hK5 inh
O=C(N/N=C/c1cccc(O)c1)NC1CCCCC1	0.7	-0.414	5.7	-4.5	0.5	0.0	-2.0	-17.4	-4.2
Cc1cc(C(=O)COC(=O)CN=C2NS(=O)(=O)c3ccccc32)c(C)n1CCc1ccc(Cl)cc1	13.3	0.757	3.8	8.6	2.5	0.3	-4.1	-7.8	-11.9
CC(C)C(=O)N1CCN(c2nc(-c3ccccc3)c3c(c2C#N)CCCC3)CC1	4.0	-0.103	-3.4	0.0	-2.4	-1.6	-1.2	-10.2[20 µM]	-37.3
Cc1c(C(=O)N2CCc3ccccc32)oc2ccccc12	11.1	-2.82	3.9	9.0	11.4*	0.6	-3.1	5.9	-13.9
CN1CCN(c2nc(-c3ccccc3)ncc2S(=O)(=O)c2ccccc2)CC1	13.3	0.347	-3.1	-1.5	2.5	1.1	1.1	-12.6	9.7
COC(=O)c1sccc1NC(=O)CSCCc1ccncc1	-3.9	-0.36	5.4	0.9	-1.5	0.5	-2.0	-30.5	-5.8
CN(C)c1c2ccccc2nc2c(F)c(F)c(F)c(F)c12	-1.8	-0.155	4.2	-7.3	0.9	0.1	-1.6	-36.5	-25.0
Nc1n[nH]c2cccc(Cl)c12	11.2	x	7.1	4.8	-3.6	1.6	-1.7	-23.2	1.8
O=C(COC(=O)c1cc(F)cc(F)c1)Nc1cccnc1Cl	8.9	-0.794	2.1	3.0	-0.8	1.4	-2.2	-38.1	x
CC(=O)Nc1nc2c(ncn2COCCOC(C)=O)c(=O)[nH]1	1.8	0.329	2.4	1.8	3.2	0.8	-3.7	-16.1[20 µM]	0.8
CC(=O)N/N=C(\C)c1ccc2c(c1)OCCO2	8.2	-0.109	3.9	2.3	-3.2	0.6	1.0	-23.3	-26.1
Cc1noc(C)c1CSc1nnc(-c2ccccc2)n1Cc1ccco1	12.7	-1.21	2.3	-6.5	-2.0	-0.4	-1.5	-16.5	-16.6
Cc1cc(NC(=O)CSc2nnc(Cc3ccccc3)n2C)no1	-2.0	-0.0021	1.9	-6.0	1.0	0.8	-3.0	-11.0[20 µM]	-6.2
O=C1CC(C(=O)N2CCOCC2)C2(CCCCC2)O1 (stereo unspecified)	14.5	x	0.6	-16.9	-0.2	-0.5	0.1	-14.8[20 µM]	6.0
CCn1cc(C(=O)NCC2CCCO2)c2cc(OC)c(OC)cc2c1=O (stereo unspecified)	12.4	-0.623	3.9	-5.3	2.7	1.1	-5.4	-24.7	-4.8
CCOCCCNC(=O)CCC(=O)NNc1nc2ccccc2c2nc(C)nn12	4.4	0.802	1.6	-4.6	-0.2	-0.1	5.1	-27.8	-1.7
CN1C(=O)C(=C2CCCCCC2)SC1=S	9.4	x	-1.4	3.5	-1.2	-0.3	3.9	-18.4	5.9
COc1ccc(NC(=S)Nc2cccc(C)n2)cc1	4.8	1.92	-4.4	8.0	2.1	-0.8	-3.4	-9.2	-0.1
N#Cc1nc(-c2ccc(OCc3ccc(Cl)cc3)cc2)oc1N1CCOCC1	8.4	x	5.8	-2.9	1.0	0.5	-9.2	-41.8	-2.4
COc1ccc(C(=O)NC(=S)NNC(=O)c2cnccn2)cc1OC	1.7	0.414	2.8	-4.4	-0.3	0.3	12.2	-10.9	-77.5
COc1cccc(/C=C2\SC(=S)NC2=O)c1OS(=O)(=O)c1ccc(NC(C)=O)cc1	15.5	-5.85*	8.7	7.5	-0.5	0.4	4.8	-25.9	-7.8
CN(Cc1ccccc1)S(=O)(=O)c1ccc(Cl)nc1	4.0	x	0.5	9.9	-0.5	0.8	5.0	-22.5[20 µM]	3.6
Cc1ccc(Nc2ncnc(N)n2)cc1	6.9	-0.0775	5.9	-0.9	-2.6	0.5	-1.6	-25.5	3.8
CC(C)CC(C(=O)NCC1CCCO1)N(C(=O)Cn1nnc(-c2ccc(F)cc2)n1)c1cccc(C(F)(F)F)c1 (stereo unspecified)	4.5	x	-2.7	-3.5	-2.6	1.5	-5.6	-17.7[20 µM]	-3.7
Cc1[nH]c(=O)[nH]c(=O)c1/C=C/C(=O)OCC(C)C	12.1	-0.519	1.8	0.7	8.4	1.1	-8.0	-15.2	-9.3

(cont.)
SMILES	FXIIa inh 1536	KCC2 mod	p97 ATPase inh	FXIa inh	Wee1 stabilizer	PERK inh	Thrombin inh	Furin inh	hK5 inh
CCc1ccc(N2C(=O)Nc3ccccc3C2(O)C(=O)N2CCN(c3ccccn3)CC2)cc1 (stereo unspecified)	-3.2	1.37	1.7	0.6	-2.5	-0.2	-9.2	-29.6	-4.0
Cc1cccc(C(=O)Nc2ccccc2C(=O)NCc2cccnc2)c1	-4.8	-0.0441	1.9	-3.3	0.1	1.9	1.9	-28.4	-19.1
CC(/C=N\NC(=O)c1ccc(C)nc1)=C\c1ccccc1	15.8	-1.17	5.8	6.7	1.7	-0.6	-5.2	-25.0	-9.6
COCCNC(=O)CSc1nnc(CCCN2C(=O)c3cccc4cccc(c34)C2=O)n1-c1ccccc1	4.8	-0.992	2.3	8.8	0.3	0.2	-1.4	-16.2	-2.1
CCCCNC(=O)c1ccc(NS(=O)(=O)c2ccccc2)cc1	-5.9	0.165	2.4	12.5	-2.1	-0.8	0.8	-10.8[20 µM]	1.4
CC(C)CNC(=O)c1cccc(NC(=O)CCc2ccccc2)c1	6.9	-0.596	-0.6	-2.5	10.1*	1.3	-3.2	-24.6	x
CCn1cc(S(=O)(=O)Nc2ccccc2C(F)(F)F)cn1	7.4	-3.06	2.1	4.4	-1.4	1.4	-1.8	-16.8	x
COc1ccccc1C(=O)N1c2ccccc2Sc2ccccc21	-1.2	-1.99	0.8	0.3	-1.1	-0.7	-7.6	-17.8	-5.3
COc1cccc(-c2cc(C(F)(F)F)n3nc(N)nc3n2)c1	5.5	0.929	-6.4	1.4	1.8	0.6	0.6	-3.2[20 µM]	-0.9
Cc1ccc(NC(=O)ON=C2CCCC2)cc1	20.2	0.279	-6.0	9.2	-2.9	0.4	32.3	0.2	43.6*
CC(C)(C)C1CCC2(CC1)C(Nc1cccc(C(F)(F)F)c1)=NC(=S)N2CC#N (stereo unspecified)	17.5	0.802	1.0	4.7	3.0	1.3	7.4	-22.3[20 µM]	7.7
COc1ccc(C(=O)N2CCN(Cc3cn[nH]c3-c3ccc(OC)cc3F)CC2)cc1	12.8	0.0482	-0.9	3.7	4.5	-0.3	12.0	-7.2	x
Cc1ccc(S(=O)(=O)C2(C(=O)N3CCCCCC3)CC2)cc1	18.4	0.105	-7.3	13.1	1.9	-1.6	0.2	-17.1[20 µM]	-19.0
CCc1ccc(-c2nnn(CCC(=O)OC)n2)cc1	12.8	1.17	1.4	4.4	0.6	0.9	5.7	-16.4	-7.5
O=c1cccccc1NN=C1CCCCCC1	7.2	0.6	3.0	2.1	0.9	0.3	-6.2	-10.5	3.1
Cc1cc(C(=O)c2ccccc2)c(NC(=O)CN2CCOCC2)s1	13.7	0.854	1.2	4.2	-2.7	0.2	1.9	-29.8	1.0
Cc1cc(-c2nnc(CCC(=O)N3CCN(Cc4cccc(F)c4)CC3)o2)c(C)o1	5.9	0.382	-1.4	1.0	1.8	-0.2	-3.6	-16.3	-2.8
Cc1nn(-c2ccccc2)c(OC(=O)c2cccs2)c1S(=O)(=O)c1ccc([N+](=O)[O-])cc1	15.5	1.71	0.6	15.4	0.7	-0.3	16.4	-10.4[20 µM]	-5.0
Cc1ccc(S(=O)(=O)NC2=NCN(CCc3ccccc3)CN2)cc1	2.0	x	4.3	-3.5	0.3	0.9	-10.4	-19.7	7.4
COc1ccc(Nc2cc(C(=O)NCCCN3CCOCC3)c3ccccc3n2)c(OC)c1	9.6	0.842	3.6	-2.8	-0.8	-0.8	1.8	-7.4[20 µM]	0.4
Cc1ccc(S(=O)(=O)Oc2ccc3c(c2)O/C(=C\c2cccnc2)C3=O)cc1	16.7	x	6.7	6.7	3.1	0.5	1.9	-10.0[20 µM]	5.0
Cc1cccc(NC(=O)Nc2nnc(N3CCCCC3C)s2)c1C (stereo unspecified)	0.8	-0.503	-7.8	-5.3	2.0	0.6	-5.5	-20.1	-6.8
O=C(O)c1ccc(N=c2oc3cc(O)ccc3cc2C(=O)NCc2ccccc2)cc1	16.9	-0.765	4.8	4.5	3.5	1.3	3.6	-24.4	6.1
COc1cc(/C=C/c2nc(-c3ccccc3O)n[nH]2)cc(OC)c1OC	1.4	0.755	0.8	3.5	-2.1	-0.6	-6.7	-23.9	-13.9
N#Cc1c(N)nc2c(c1-c1ccc(F)cc1)CCC2	5.9	0.101	4.4	-2.7	1.6	0.3	1.9	-26.4	-6.1

Reprinted from the listing, 2 compounds:
SMILES	FXIIa inh 1536	KCC2 mod	p97 ATPase inh	FXIa inh	Wee1 stabilizer	PERK inh	Thrombin inh	Furin inh	hK5 inh
CCc1ccc(N2C(=O)Nc3ccccc3C2(O)C(=O)N2CCN(c3ccccn3)CC2)cc1 (stereo unspecified)	-3.2	1.37	1.7	0.6	-2.5	-0.2	-9.2	-29.6	-4.0
Cc1cccc(C(=O)Nc2ccccc2C(=O)NCc2cccnc2)c1	-4.8	-0.0441	1.9	-3.3	0.1	1.9	1.9	-28.4	-19.1

Next section.
SMILES	FXIIa inh 1536	KCC2 mod	p97 ATPase inh	FXIa inh	Wee1 stabilizer	PERK inh	Thrombin inh	Furin inh	hK5 inh
Cc1cccc(C)c1OCC(=O)N/N=C/C=C/c1ccco1	3.4	-0.538	1.7	-3.8	0.5	0.6	1.0	-18.3	-10.7
CCOC(=O)N1CCC(N2CCN(Cc3ccc(F)c(F)c3)C(CCO)C2)CC1 (stereo unspecified)	5.5	-0.999	-2.6	-1.2	1.5	-0.2	-13.0	-14.3	-1.3
CC(C)(C)SCCNC(=O)/C=C/c1ccccc1	3.5	0.127	0.8	-2.7	0.6	0.1	-8.1	-29.2	17.9
Cc1ccc(C(=O)OC(C)CN2CCN(C)CC2)cc1 (stereo unspecified)	1.6	-0.0122	3.2	-4.5	-1.7	1.1	-7.0	-12.7	-3.1
OC(CCN1CCCCC1)(c1ccccc1)c1ccccc1	13.5	0.154	2.2	0.0	3.9	-0.6	-2.6	-16.6	-11.5
O=C(Nc1cccc(C(F)(F)F)c1)c1ccc2nc(N3C(=O)CCC3=O)sc2c1	1.6	-0.433	2.1	-7.3	-0.5	-0.3	-4.8	-23.7	0.6
CCOc1ccccc1C(=O)Nn1c(C2CCC2)nc2ccccc2c1=O	2.3	-1.62	-0.2	1.4	2.5	-0.3	-2.4	-20.9[20 µM]	6.0
N/C(=N\O)c1ccc(Oc2ccccc2Cl)c([N+](=O)[O-])c1	8.8	-0.604	1.7	2.9	-2.7	0.0	0.0	-13.0	2.5
CCC(Oc1ccccc1)C(=O)Nc1nc2ccccc2[nH]1 (stereo unspecified)	3.2	-2.21	0.0	-3.8	0.4	-0.9	-3.4	-11.7[20 µM]	-1.6
Cc1cnc(C(=O)Nc2nnc(C3CC3)s2)cn1	-6.1	-0.0323	2.4	-7.6	-0.9	1.8	-1.7	-14.3[20 µM]	-30.9

Compound activity as filed in PubChem.
